Compound activity: PubChem, several laboratories
PG9 binder: small molecules binding HIV-1 gp120 antibody PG9 | actives 0.43% (n = 360,000) | inhibition, % at 6.7 µM | AID 624416 | TR-FRET gp120-PG9 antibody binding; in the data active = inhibition above about 8.5%
HGIII-sPLA2 inh: Inhibits HGIII-sPLA2 liposome hydrolysis, primary screen. QFRET BODIPY PC-A2 liposome hydrolysis, fluorescence. AID 743126. inhibition, % at 12.2 µM. actives 0.56% (n = 370,000);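 active = inhibition above mean plus 3 SD of compounds lying within the high and low control bounds, cut at about 19% in these data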;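 note: 0% = median of test compound wells and 100% = no enzyme DMSO wells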
Target sequence (Q9NZ20 whole entry, looked up): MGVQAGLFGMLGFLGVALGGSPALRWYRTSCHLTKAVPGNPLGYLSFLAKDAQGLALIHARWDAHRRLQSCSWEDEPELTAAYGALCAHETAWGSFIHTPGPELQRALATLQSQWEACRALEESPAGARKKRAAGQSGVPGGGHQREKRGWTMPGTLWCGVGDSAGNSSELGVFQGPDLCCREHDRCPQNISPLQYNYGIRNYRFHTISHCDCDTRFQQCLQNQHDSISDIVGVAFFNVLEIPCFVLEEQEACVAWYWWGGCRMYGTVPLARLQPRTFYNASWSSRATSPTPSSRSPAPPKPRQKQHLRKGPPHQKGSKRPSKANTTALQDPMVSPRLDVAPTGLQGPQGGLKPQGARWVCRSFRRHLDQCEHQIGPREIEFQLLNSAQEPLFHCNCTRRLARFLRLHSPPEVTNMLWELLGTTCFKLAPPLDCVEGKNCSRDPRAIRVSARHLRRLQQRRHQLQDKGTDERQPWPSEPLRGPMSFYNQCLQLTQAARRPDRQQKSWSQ
PLCb3 inh: blocks human PLC-beta3 enzyme activity; inhibition, % at 12.2 µM; actives 0.18% (n = 370,000); Purified PLC-beta3, fluorogenic substrate, fluorescence; AID 720704; Q01970; in the data active = inhibition above about 11%;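 note: 0% = median of compound wells on plate and 100% = full blocker control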
DAX1 inh-1: DAX1 (NR0B1) inhibition, primary screen. HEK293T StAR-luciferase reporter, SF-1/DAX-1 repression relief. inhibition, % at 6.8 µM. actives 1.1% (n = 370,000). AID 652010;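 active = inhibition above the mean over all tested compounds plus 3 SD, cut at about 3.6% in these data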;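 note: 0% = DAX-1 cells with DMSO and 100% = cells lacking DAX-1 with DMSO; higher inhibition means more luminescence from relief of DAX-1 repression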
NR1D1 modulator: modulators of human Rev-erb alpha DNA binding; activity, % at 10 µM; P20393; AID 1259318; Rev-erbα–FITC-DNA binding, fluorescence polarization, 90 min; actives 0.79% (n = 370,000);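 active = activity above about 14%, limit read from the data; passing the limit was not always enough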;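 note: 0% = DMSO wells with 35 nM protein and 100% = DMSO wells with 750 nM protein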
Target sequence (P20393 whole entry, looked up): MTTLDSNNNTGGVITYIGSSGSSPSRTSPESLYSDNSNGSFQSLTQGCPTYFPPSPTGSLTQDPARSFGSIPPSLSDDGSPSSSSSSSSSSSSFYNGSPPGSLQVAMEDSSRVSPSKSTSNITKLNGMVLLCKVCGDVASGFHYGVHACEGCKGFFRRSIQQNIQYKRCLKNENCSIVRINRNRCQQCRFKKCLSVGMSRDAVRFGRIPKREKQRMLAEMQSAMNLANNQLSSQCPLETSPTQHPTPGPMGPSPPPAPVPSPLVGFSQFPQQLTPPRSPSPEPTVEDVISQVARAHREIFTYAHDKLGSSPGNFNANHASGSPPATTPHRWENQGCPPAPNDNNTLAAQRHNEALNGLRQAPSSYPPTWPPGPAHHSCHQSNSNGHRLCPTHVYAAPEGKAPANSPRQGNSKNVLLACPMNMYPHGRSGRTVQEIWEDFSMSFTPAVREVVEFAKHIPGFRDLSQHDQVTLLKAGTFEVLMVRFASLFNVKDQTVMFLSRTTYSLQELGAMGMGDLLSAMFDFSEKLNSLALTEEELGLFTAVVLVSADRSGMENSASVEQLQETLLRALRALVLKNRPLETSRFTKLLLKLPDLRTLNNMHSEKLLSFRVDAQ
hgDAF12 agonist: agonists of H. glycines DAF-12 nuclear receptor; activation, % at 6.8 µM; actives 1.8% (n = 370,000); HEK293 GAL4-hgDAF12 UAS-luciferase reporter, agonist luminescence; normalized to butyrate control; AID 687014;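 active = activation above a cutoff set at the mean of all screened compounds plus 3 SD, cut at about 10% in these data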;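 note: 0% = DMSO wells and 100% = sodium butyrate wells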
hcDAF12 agonist: activates DAF-12 receptor from parasite H. contortus. HEK293 hcDAF-12 lit1-tk-luc reporter, luminescence; 0% DMSO, 100% Δ7-dafachronic acid. activation, % at 6.8 µM. actives 1.4% (n = 370,000). AID 652067;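 active = activation above the mean of all tested compounds plus 3 SD, cut at about 5.5% in these data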;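 note: 100% = response to 3 µM Δ7-dafachronic acid high control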
SMARCA2 act: increases SMARCA2 function in MMTV reporter cells; AID 652017; activation, % at 9.1 µM; MG213 cells, MMTV-luciferase reporter, dexamethasone, overnight; actives 1% (n = 370,000); in the data active = activation above about 7.8%;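 note: 0% = vehicle wells and 100% = reference activator wells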
ssDAF-12 act: activates DAF-12 receptor from parasite S. stercoralis; activation, % at 6.8 µM; HEK293 ssDAF-12/GRIP1 lit1-tk-luc reporter, luminescence; % of 3 µM dafachronic acid response; actives 1% (n = 370,000); AID 652126;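 active = activation above the mean over all tested compounds plus 3 SD, cut at about 0.9% in these data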;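 note: 0% = DMSO-only wells and 100% = 3 µM delta7-dafachronic acid wells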
FXN GAA850 act: activators of GAA850 frataxin (FXN) promoter. activation, % at 6 µM. AID 540364. actives 0.56% (n = 360,000). HEK293 lucGAA850 FXN promoter luciferase reporter, 24 h; percent of 10 µM SAHA response;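 active = activation above the average of all compounds screened plus 3 SD, cutoff fixed separately per campaign, cut at about 7.5% in these data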;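 note: 0% = DMSO wells and 100% = 10 µM SAHA wells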
DAX1 inh-2: inhibits human nuclear receptor DAX1; P51843; HEK293 Gal4-DAX1 luciferase reporter, luminescence; inhibition, % at 6.75 µM; actives 0.99% (n = 340,000); AID 504766;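 active = inhibition above the mean over all tested compounds plus 3 SD, cut at about 4.2% in these data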;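 note: 0% = DAX1-transfected cells with DMSO and 100% = empty-vector control cells with DMSO; inhibition shows as a rise in luminescence from relieved DAX1 repression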
Active calls of the source: *; . = no result given.

SMILES	PG9 binder	HGIII-sPLA2 inh	PLCb3 inh	DAX1 inh-1	NR1D1 modulator	hgDAF12 agonist	hcDAF12 agonist	SMARCA2 act	ssDAF-12 act	FXN GAA850 act	DAX1 inh-2
O=C(CSc1nnc(COc2ccc(Cl)cc2)o1)OC1CCCCC1	1.9	-19.1	-0.8	-0.3	-1.5	1.3	-0.8	-2.6	-0.6	0.2	1.1
COC(=O)c1cn(-c2ccccc2)nc1-c1ccncc1	1.7	1.9	-2.1	-1.8	-2.0	-0.5	-0.9	0.5	-1.1	-0.4	1.3
COc1ccc(CC(=O)N[C@@H](C)C(=O)N2CCC3(CC2)NCCc2[nH]cnc23)cc1	-0.7	-5.4	-6.1	0.5	-0.8	-1.0	1.3	-2.6	-0.4	1.3	0.3
Cc1ccc(OCCOCCNC(C)C)c(Br)c1	-2.1	5.2	1.0	0.0	-5.3	-0.1	-1.5	-1.0	-1.5	2.6	-0.7
c1ccc(Cc2c(C3CCCCC3)nc3c4ccccc4ccn23)cc1	0.8	16.3	-11.9	6.1*	-4.3	18.1*	10.7*	5.3	2.1*	.	.
COc1ccc(-n2nc([N+](=O)[O-])c(=NCCc3cccc(C)c3)n2O)cc1	-1.2	-0.8	0.1	-0.7	2.0	-2.0	-0.8	2.1	-1.3	4.8	-0.8
CCN(c1cccc(C)c1)C1C(=O)c2ccccc2N1C(C)=O (stereo not drawn)	-0.8	-7.3	-77.6	0.1	-4.4	1.9	0.5	-0.9	-0.2	2.1	-0.5
O=C1CC(c2ccco2)Sc2nc3ccccc3n21 (stereo not drawn)	-2.3	9.6	-6.2	1.6	5.0	8.4	9.8*	1.4	2.8*	8.3*	0.9
COc1ccc(CN(C)CC(=O)NC(=O)NCc2ccccc2)c(OC)c1	1.4	-1.0	-0.9	-0.3	-0.9	-1.5	-4.1	-4.3	-1.7	1.7	-1.0
CCOc1ccc(C(=O)COC(=O)c2nn(CC)c(=O)c3ccccc23)cc1	-0.4	-0.8	-11.7	0.7	5.0	1.3	3.2	1.3	-0.1	1.4	0.4
O=C(O)c1ccc(CSCc2ccccc2)o1	-0.5	-7.3	5.0	1.0	-5.9	-2.5	-0.6	1.0	-1.1	-0.6	1.1
CCOc1ccc(CN(C)c2nc(-c3cccnc3)nc3ccccc23)cc1OC	1.9	1.4	-35.7	-0.6	-0.1	-5.2	-3.5	-2.8	-1.2	2.8	-2.9
C[C@H](CO)N1C[C@H](C)[C@@H](CN(C)C(=O)Nc2ccccc2F)OCc2cn(nn2)CCCC1=O	0.6	9.8	1.2	0.6	8.2	4.8	-0.1	-3.1	-0.6	.	.
Cc1ccc(OS(=O)(=O)c2ccc(N3C(=O)CCC3=O)cc2)cc1	-2.5	-3.4	-0.2	-0.2	5.9	-0.7	2.0	-2.6	-1.5	1.0	-1.7
Cc1cccc2cc(C3CC(c4ccco4)=NN3S(C)(=O)=O)c(Cl)nc12 (stereo not drawn)	-0.5	-7.5	-5.8	-0.6	5.3	-4.2	-1.6	1.7	-1.2	2.4	-0.4
Cc1cccc(NC(=S)Nc2ccccn2)c1	-0.2	7.0	-9.1	0.6	1.4	6.6	4.7	4.8	1.0*	3.3	5.3*
CCCCn1c(N)c(N(CC(C)C)C(=O)c2cc3ccccc3cc2OC)c(=O)[nH]c1=O	3.2	-11.7	-12.8	-0.5	-1.7	-1.9	-0.4	-0.7	-1.0	0.9	0.1
Cc1ccc(NC(=O)CSc2ncc3ccccn23)cc1	0.9	1.0	-5.0	0.6	-6.4	-1.2	0.3	1.0	-1.9	0.3	-0.6
Cc1ccc(C(=O)CNc2ccc(F)cc2)cc1	0.9	-1.2	3.0	0.1	3.7	1.6	2.1	-1.6	-0.7	3.0	0.9
CCn1c(SCC(=O)NC2CCCCC2)nnc1C(C)NC(=O)c1ccccc1F (stereo not drawn)	0.6	4.3	-6.1	-0.1	3.8	-1.5	-0.1	-2.7	-0.7	0.7	0.2
Cc1cccc(Oc2sc(C(=O)c3ccccc3)c(N)c2C#N)c1C	-0.7	-3.7	-23.4	-0.8	-4.2	-1.8	-0.1	0.5	-0.7	1.8	-0.2
CC(C)(C)N(Cc1ccccc1)C(=O)COC(=O)CNS(=O)(=O)c1ccc2ccccc2c1	-1.2	-28.1	-10.2	-0.6	1.3	0.1	-0.5	-0.1	-0.9	1.2	0.2
CC(C)[C@H](N)c1nnc(SC/C=C/c2ccccc2)o1	0.7	-0.5	0.4	0.4	-5.1	-0.5	-1.9	-1.2	-1.4	4.7	0.4
O=C(c1ccc(Cn2cc(Br)cn2)o1)n1cccn1	0.2	4.8	1.4	0.2	0.5	1.4	3.8	-0.3	-1.3	1.0	-0.8
S=C(NC1CC1)N1CCCc2ccccc21	-0.8	-3.2	-1.8	0.2	1.9	0.7	3.4	-0.2	-0.9	-2.5	-0.2

Remaining list, next part:
SMILES	PG9 binder	HGIII-sPLA2 inh	PLCb3 inh	DAX1 inh-1	NR1D1 modulator	hgDAF12 agonist	hcDAF12 agonist	SMARCA2 act	ssDAF-12 act	FXN GAA850 act	DAX1 inh-2
CCOC(=O)N1CCN(S(=O)(=O)c2ccc(C(=O)Nc3nnc(CC)o3)cc2)CC1	0.5	-1.9	3.2	0.0	-3.5	-1.4	-2.3	-3.7	-0.2	0.5	1.6
CC(C)[C@H](NC(=O)c1ccco1)C(=O)Nc1ccc(OC(F)F)cc1	-2.2	-6.5	-6.6	0.0	6.2	-1.6	0.0	-0.1	-0.6	-0.9	0.7
CCOc1ccccc1C(=O)n1nc2nc(C)cc(C)c2c1N	-4.8	-2.5	2.2	0.1	3.2	-1.1	-0.9	0.2	-1.6	-3.0	0.9
C=C1CCN([C@H](C(=O)NCc2ccco2)C(C)C)S(=O)(=O)c2ccccc21	0.0	0.0	0.2	-0.1	-0.4	0.2	-1.2	0.4	-1.7	-1.3	-0.1
COc1ccc(NC2CC(=O)N(c3ccc(C(=O)O)cc3)C2=O)cc1 (stereo not drawn)	-2.2	1.0	-9.5	0.8	-4.5	0.7	-0.6	-1.3	-0.8	3.8	-0.4
C=CCOc1ccc(/C=C/C(=O)N2CCCN(S(=O)(=O)c3c(C)noc3C)CC2)cc1	0.9	1.1	-2.8	-3.4	4.7	-1.4	-2.1	-2.9	-0.6	1.3	-2.3
CN(C)[C@H]1CCN([C@@H]2CS(=O)(=O)N[C@H]2COCc2ccccc2)C1	-1.2	9.8	-0.2	-2.4	-2.3	-2.9	0.5	-6.8	-1.0	.	.
O=C(NC(c1ccc(F)cc1)c1ccc2ccccc2n1)C1CCN(Cc2cccc(C(F)(F)F)c2)CC1 (stereo not drawn)	0.8	-12.9	-1.8	3.7*	-2.9	-4.8	-1.0	-3.8	-1.4	-2.6	.
Cc1ccc2cc(C#N)c(N3CCCC3)nc2c1C	1.5	-4.5	-159.6	0.5	-7.2	0.5	2.9	-4.0	-0.1	2.4	-0.7
O=C(Nc1ccc(N2CCCCCC2)cc1)c1ccccc1Cl	-3.3	16.4	-4.2	1.1	-1.0	17.1*	1.5	8.0*	0.7	-3.5	2.5
O=C(Nc1cccc(-c2ccc(F)cc2)c1)C1CCCN(Cc2cccnc2)C1 (stereo not drawn)	-0.3	2.4	-5.7	-0.3	-3.3	-2.2	-2.3	-1.9	-1.0	1.4	-0.2
CCOc1ccc(-c2csc3ncn(-c4ccc(OC)cc4)c(=O)c23)cc1	0.9	12.7	-4.5	0.7	0.9	0.1	-0.6	-3.8	-1.3	3.3	1.0
CCCNC(=O)C1(C)CCN(C(=O)c2c(F)ccc(C)c2F)C1 (stereo not drawn)	0.8	13.7	3.1	-0.9	2.0	-2.2	-0.8	-7.0	-1.3	-0.8	.
C=CCn1c(CSCc2ccc(F)cc2)n[nH]c1=S	1.9	14.7	-2.2	-0.1	2.5	-3.8	-2.6	-2.3	-1.6	0.3	1.2
COc1ccc(OC)c(NC(=O)CN(c2ccc(C(C)C)cc2)S(=O)(=O)c2c(C)noc2C)c1	-1.9	-11.3	5.4	-1.6	-2.4	1.8	-1.6	-0.7	-1.8	-0.9	2.0
CSc1ccc(CN2CCC(C)(Oc3cccc(Cl)c3)C2)cc1 (stereo not drawn)	0.7	-4.7	1.0	-0.6	0.7	-1.2	1.8	-1.6	-1.1	2.3	.
COc1ccccc1C(=O)N(Cc1ccccn1)CC1CCCO1 (stereo not drawn)	.	3.7	4.9	0.8	-1.0	2.5	-1.5	-0.2	-1.2	.	.
O=c1c2ccccc2nc(-c2ccccc2)n1CCCn1ccnc1	3.1	4.6	-4.4	0.3	5.1	0.4	0.1	-9.0	-1.4	-0.2	1.2
Cc1ccc(NC(=O)C2CC2c2ccccc2)cc1 (stereo not drawn)	-2.1	-0.8	-3.0	1.0	-0.4	3.4	2.0	2.5	-1.1	0.7	-0.5
O=C(CN(Cc1ccccc1Cl)C(=O)c1csnn1)NCc1ccccc1	0.2	-4.5	2.9	-0.4	-0.9	-2.1	0.1	-2.9	-1.6	-0.9	-1.0
O=C(O)Cc1ccc(O)c(O)c1	-1.0	0.0	-0.5	1.0	-2.5	-0.4	-0.5	-0.7	-1.5	0.6	-1.0
CC(C)(C)NC(=O)CN(C(=O)CS(=O)CC(=O)Nc1ccc(F)cc1)c1ccccc1 (stereo not drawn)	0.1	-2.4	-2.1	-0.3	-2.1	-2.6	-1.9	-2.0	-1.3	-3.0	-0.8
Cn1nc(C(F)(F)F)c(C#N)c1N1CCN(c2ccccc2F)CC1	-1.8	7.4	1.8	-0.1	5.9	0.6	-0.1	0.5	-0.9	2.3	0.5
Cc1ccc(C)c(N(CC(=O)Nc2ccc(-c3nc4ccc(C)cc4s3)cc2)S(C)(=O)=O)c1	0.3	3.6	-8.7	-0.3	9.6	0.8	-1.5	-2.2	1.6*	5.5	-1.6
CN1CCN(c2ccc(S(=O)(=O)N3CCCCC3)cc2NC(=O)CCc2ccccc2)CC1	-0.6	-5.3	-5.7	-0.2	-3.7	1.1	-0.6	-4.0	-0.8	0.7	0.5
COC(=O)[C@]1(C)N[C@H](c2ccc(-c3cccc(Cl)c3)c(OC)c2)[C@@H]2C(=O)N(C)C(=O)[C@@H]21	1.2	-8.5	-3.8	-0.2	-5.7	-0.3	-1.4	0.8	-1.8	-0.3	-0.7
COc1cccc(NC(=O)c2ccc3nsnc3c2)c1	2.0	-1.4	-9.0	0.8	7.4	8.8	2.6	8.1*	0.9	1.5	0.1
CCC(C)COC(=O)C(C#N)c1nc2ccccc2nc1N1CCCCC1 (stereo not drawn)	1.9	-0.6	-51.2	-0.8	8.0	-1.9	0.0	-3.2	-1.1	-0.9	0.7

Three entries from above, as comma-separated lines.
compound,PG9 binder,HGIII-sPLA2 inh,PLCb3 inh,DAX1 inh-1,NR1D1 modulator,hgDAF12 agonist,hcDAF12 agonist,SMARCA2 act,ssDAF-12 act,FXN GAA850 act,DAX1 inh-2
COc1ccccc1C(=O)N(Cc1ccccn1)CC1CCCO1 (stereo not drawn),.,3.7,4.9,0.8,-1.0,2.5,-1.5,-0.2,-1.2,.,.
O=c1c2ccccc2nc(-c2ccccc2)n1CCCn1ccnc1,3.1,4.6,-4.4,0.3,5.1,0.4,0.1,-9.0,-1.4,-0.2,1.2
Cc1ccc(NC(=O)C2CC2c2ccccc2)cc1 (stereo not drawn),-2.1,-0.8,-3.0,1.0,-0.4,3.4,2.0,2.5,-1.1,0.7,-0.5
